Screening results (PubChem BioAssay)
FUS yeast rescue: FUS proteinopathy suppression in yeast. S. cerevisiae FUS-expressing, growth rescue, OD600, 24 h. Potency, µM (highest dose often 76.6 µM), for inactives: top-dose growth rescue (activation), most hits filed as activators. 0.24% of 390,000 active;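 note: plate controls were DMSO vehicle for no effect and reference control for full effect; nearly all actives have a fitted effect of over 55% in size; some results filed as inactive show a strong effect at the top dose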
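Yeast expressing FUS under galactose induction, OD 0.005 in 2% galactose medium; compounds in a dilution series, 24 h at 30C. Growth rescue by absorbance at 600 nm; CP55940 positive control, DMSO negative.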
PTHR1 ag: agonists of human PTHR1 parathyroid hormone receptor | Q03431 | HEK293 GP2 PTHR1 cells, GloSensor cAMP luminescence, 1 h | Potency, µM (top dose mostly 115 µM), without a hit: top-dose activation, hits mostly activators | 0.075% of 410,000 active; note: nearly all actives have a fitted effect of over 55% in size; some results filed as inactive show a strong effect at the top dose; inactives centre near -15; many of its hits are not listed in these tables
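HEK-293-derived GP2 cells expressing PTHR1 and a GloSensor cAMP reporter, 3,000/well, plated overnight, given luciferin plus IBMX (each 0.5 mM as added) for 1 h at 37 °C, then compound for 1 h at 37 °C. Luminescence was read after 15 min at room temperature.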
EPAC2 antag: EPAC2 (human) antagonism; Q8WZA2; EPAC2 GEF exchange of Rap1B-BODIPY-GDP, fluorescence; Potency, µM (series often up to 114 µM), for inactives: top-dose activity, negative = inhibition, most hits filed as inhibitors; 0.18% of 360,000 active; note: % is set by controls: 0 for no effect and ±100 for the full control effect; nearly all actives have a fitted effect of over 45% in size; many of its hits are not listed in these tables
TDP43 rescue: inhibitors of TDP-43 toxicity in yeast. 1.8% of 410,000 active. Potency, µM (top dose mostly 46.1 µM), without a hit: at the highest dose growth rescue (activation), usual class: activators. TDP-43 expressing yeast growth rescue, BacTiter-Glo, 24 h; note: % of control where 0% means no effect; nearly all actives have a fitted effect of over 50% in size
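Cell-based yeast growth screen: TDP-43 expression induced in galactose, inoculum OD600=0.02 after raffinose pregrowth to mid-log. Read-out BacTiter-Glo luminescence at 24 hr, 30 deg C; inhibition of toxicity seen as signal increase.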
EPAC1 antag: EPAC1 (human) antagonism. O95398. EPAC1 GEF assay, Rap1b-BODIPY-GDP exchange fluorescence. Potency, µM (top dose mostly 115 µM), for the others: at the top dose activity change, negative = inhibition, actives largely listed as inhibitors. 0.14% of 360,000 active. AID 720709;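 note: plate controls were vehicle for no effect and positive control for full effect; nearly all actives have a fitted effect of over 50% in size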
Target sequence (O95398 whole entry, looked up): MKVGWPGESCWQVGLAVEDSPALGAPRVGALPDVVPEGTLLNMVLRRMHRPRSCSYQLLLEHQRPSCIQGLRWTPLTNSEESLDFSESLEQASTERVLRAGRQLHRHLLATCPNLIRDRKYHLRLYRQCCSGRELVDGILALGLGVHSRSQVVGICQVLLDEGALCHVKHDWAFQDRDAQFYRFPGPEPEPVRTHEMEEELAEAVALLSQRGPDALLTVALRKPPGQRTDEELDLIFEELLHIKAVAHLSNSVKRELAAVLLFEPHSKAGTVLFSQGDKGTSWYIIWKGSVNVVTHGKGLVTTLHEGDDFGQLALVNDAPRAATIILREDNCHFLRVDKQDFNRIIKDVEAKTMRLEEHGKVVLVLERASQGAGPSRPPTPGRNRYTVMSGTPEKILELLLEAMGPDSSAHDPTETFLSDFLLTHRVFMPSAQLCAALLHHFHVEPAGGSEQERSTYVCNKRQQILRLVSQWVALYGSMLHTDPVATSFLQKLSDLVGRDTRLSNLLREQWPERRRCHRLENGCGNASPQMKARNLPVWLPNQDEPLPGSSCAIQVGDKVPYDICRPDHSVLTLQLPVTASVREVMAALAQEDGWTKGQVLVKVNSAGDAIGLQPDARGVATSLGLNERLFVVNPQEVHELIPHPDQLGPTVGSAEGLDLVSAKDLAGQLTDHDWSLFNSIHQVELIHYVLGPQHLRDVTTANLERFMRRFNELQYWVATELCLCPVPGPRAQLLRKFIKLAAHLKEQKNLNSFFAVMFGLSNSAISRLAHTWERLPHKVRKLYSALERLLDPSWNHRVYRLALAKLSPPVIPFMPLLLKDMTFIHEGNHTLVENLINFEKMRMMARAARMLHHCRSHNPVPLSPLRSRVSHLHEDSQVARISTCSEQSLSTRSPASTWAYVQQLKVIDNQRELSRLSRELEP
EPAC1 agonist: agonists of human EPAC1. O95398. EPAC1 agonist qHTS, biochemical assay; response scale: 100% = response to 6.5 mM cAMP. Potency, µM (top dose mostly 154 µM), without a hit: top-dose activation, actives largely listed as activators. 0.073% of 360,000 active. AID 720707; note: nearly all actives have a fitted effect of over 60% in size
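Nucleotide exchange by EPAC1 (100 nM) on Rap1B–BODIPY-GDP (250 nM) in the presence of 50 uM GDP is tracked fluorescently at 480/540 nm over 30 min. Signals are normalized to a 6.5 mM cAMP control.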
EPAC2 ag: activates human EPAC2 exchange factor; 0.079% of 360,000 active; Q8WZA2; Potency, µM (highest dose often 154 µM), inactives show top-dose activation, usual class: activators; AID 720711; EPAC2 activation, biochemical qHTS; response scale: 100% = 6.5 mM cAMP response; note: nearly all actives have a fitted effect of over 50% in size
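Compounds were added across a concentration range to EPAC2 (100 nM), RAP1B-BODIPY-GDP (250 nM) and GDP (50 uM). After 5 min at room temperature, fluorescence was recorded at 5-min intervals for 30 min.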
aSyn rescue: rescues yeast growth from alpha-synuclein toxicity | 0.14% of 370,000 active | Yeast expressing alpha-synuclein, growth rescue, BacTiter-Glo, 24 h | Potency, µM (doses to about 46.1 µM), for the others: at the top dose growth rescue (activation), most hits filed as activators; note: % of control where 0% means no effect; nearly all actives have a fitted effect of over 65% in size
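Rescue of yeast growth: cells expressing toxic alpha-synuclein, induced in galactose at OD600 0.02, incubated with compound 24 h at 30 C. ATP luminescence quantified growth; inhibitors of toxicity appear as activators.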
Active calls of the source: *; [ ] = another dose, or the depositor's remark. Calls come from the whole dose curve; as a rule, active = well fitted curve in the direction sought with a large enough effect; inconclusive = small, poorly fitted or top-dose-only effect, or another doubt; inactive = no such curve, though single readings can be large; an effect the other way counts as inactive or inconclusive. Potency is the fitted concentration of half-maximal effect. A portion of the library; the hit share may differ from the screen's.

How did COc1ccc(-c2nnc(-c3ccccc3)o2)cc1OC do in these assays?
FUS yeast rescue: 6%; PTHR1 ag: -17%; EPAC2 antag: -6%; TDP43 rescue: 22%; EPAC1 antag: -19%; EPAC1 agonist: -3%; EPAC2 ag: 10%; aSyn rescue: 3%

What do the screens show for `Cc1cc(C)cc(OC(=O)c2cccnc2)c1`?
FUS yeast rescue: 22%; PTHR1 ag: inactive; EPAC2 antag: -11%; TDP43 rescue: 23%; EPAC1 antag: 13%; EPAC1 agonist: 3%; EPAC2 ag: -5%; aSyn rescue: 1%

Results for COc1ccc(N2CCN(C(=O)c3ccc(CNS(=O)(=O)c4cccc(OC)c4)cc3)CC2)cc1 ?
FUS yeast rescue: 27%; PTHR1 ag: -37%[inhibitor]; EPAC2 antag: -6%; TDP43 rescue: -4%; EPAC1 antag: 2%; EPAC1 agonist: 19%; EPAC2 ag: 3%; aSyn rescue: 9%

How did COc1ccc(C2C(C(=O)c3ccccc3)=C(C)Nc3nc4ccccc4n32)cc1OC (stereo not drawn) do in these assays?
FUS yeast rescue: -16%; PTHR1 ag: -13%; EPAC2 antag: -30%; TDP43 rescue: 14%; EPAC1 antag: -1%; EPAC1 agonist: 3%; EPAC2 ag: -5%; aSyn rescue: -4%

How did CCn1c2ccccc2c2cc(NC(=O)c3ccc(C)c([N+](=O)[O-])c3)ccc21 do in these assays?
PTHR1 ag: -3%; EPAC2 antag: -5%; TDP43 rescue: 20%; EPAC1 antag: 4%; EPAC1 agonist: 9%; EPAC2 ag: 0%; aSyn rescue: 4%

Results for C=CCn1c(SCC(=O)NCC2CCCO2)nc2scc(-c3ccc(OC)cc3)c2c1=O (stereo not drawn) ?
PTHR1 ag: -32%[inhibitor]; EPAC2 antag: -3%; TDP43 rescue: 24%; EPAC1 antag: inconclusive; EPAC1 agonist: 10%; EPAC2 ag: 11%; aSyn rescue: 12%

How did COc1ccc(NC2=C(C(C)=O)C(c3ccc4c(c3)OCO4)C(C(C)=O)C(C)(O)C2)cc1 (stereo not drawn) do in these assays?
FUS yeast rescue: inconclusive; PTHR1 ag: inconclusive; EPAC2 antag: -11%; TDP43 rescue: -17%; EPAC1 antag: -7%; EPAC1 agonist: 24%; EPAC2 ag: 22%; aSyn rescue: -11%

What do the screens show for `COc1ccc(S(=O)(=O)N2CCOCC2)cc1NC(=O)CN(C)CC(=O)Nc1cccc(F)c1`?
FUS yeast rescue: 7%; PTHR1 ag: -46%[inhibitor]; EPAC2 antag: -13%; TDP43 rescue: -2%; EPAC1 antag: -7%; EPAC1 agonist: 1%; EPAC2 ag: 3%; aSyn rescue: -4%

Results for CSCCC(NC(=O)c1ccc(Cl)cc1)C(=O)OCC(=O)N1CCCC1=O (stereo not drawn) ?
FUS yeast rescue: 21%; PTHR1 ag: -4%; EPAC2 antag: -1%; TDP43 rescue: 6%; EPAC1 antag: -6%; EPAC1 agonist: inconclusive; EPAC2 ag: 1%; aSyn rescue: -4%

What do the screens show for `CCCCOc1ccc(C(=O)N/C(=C\c2cccc([N+](=O)[O-])c2)C(=O)OCc2ccco2)cc1`?
FUS yeast rescue: -15%; PTHR1 ag: -33%[inhibitor]; EPAC2 antag: -1%; TDP43 rescue: 22%; EPAC1 antag: -12%; EPAC1 agonist: 7%; EPAC2 ag: -1%; aSyn rescue: 0%

How did COc1ccc(-c2cc(=O)c3ccccc3s2)cc1 do in these assays?
FUS yeast rescue: -2%; PTHR1 ag: -25%[57.5 µM]; EPAC2 antag: 9%; TDP43 rescue: -1%; EPAC1 antag: 3%; EPAC1 agonist: 0%; EPAC2 ag: -1%; aSyn rescue: -21%

How did CCN1C(=O)C(=O)N(CC(=O)Nc2cc(C)ccc2C)C1=O do in these assays?
FUS yeast rescue: -19%; PTHR1 ag: -28%; EPAC2 antag: 2%; TDP43 rescue: 29%; EPAC1 antag: 3%; EPAC1 agonist: 6%; EPAC2 ag: 9%; aSyn rescue: 3%

How did C=CCOC(=O)N1CCC2CC1c1cc(-c3cccc(C)c3)ccc12 (stereo not drawn) do in these assays?
FUS yeast rescue: 8%; PTHR1 ag: -24%; EPAC2 antag: -16%; TDP43 rescue: 14%; EPAC1 antag: 0%; EPAC1 agonist: 2%; EPAC2 ag: 11%; aSyn rescue: -10%

Results for Cc1cc(OCCSc2nnc(-c3cccs3)n2C)ccc1Cl ?
FUS yeast rescue: 1%; PTHR1 ag: inconclusive; EPAC2 antag: -9%; TDP43 rescue: inconclusive; EPAC1 antag: -12%; EPAC1 agonist: 1%; EPAC2 ag: 0%; aSyn rescue: -1%

Results for CCCCN(CCCNC(=O)CN1C(=O)COc2ccc(S(=O)(=O)N3CCC(C)CC3)cc21)Cc1ccccc1 ?
FUS yeast rescue: 14%; PTHR1 ag: inactive; EPAC2 antag: -3%; TDP43 rescue: 9%; EPAC1 antag: 2%; EPAC1 agonist: 13%; EPAC2 ag: 5%; aSyn rescue: 2%

What do the screens show for `CC1=C(C(=O)N(C(C)C)C(C)C)CC(CC(=O)NCC2CCCCC2)C(=O)N1Cc1ccc(C(C)(C)C)cc1` (stereo not drawn)?
FUS yeast rescue: inconclusive; PTHR1 ag: -56%; EPAC2 antag: -20%[57.1 µM]; TDP43 rescue: 37µM*; EPAC1 antag: -18%; EPAC1 agonist: -27%; EPAC2 ag: -13%

Results for COc1ccc(-c2nc(C(N)=O)c3c(n2)n(-c2ccccc2OC)c(=O)n3C)c(OC)c1 ?
FUS yeast rescue: -12%; PTHR1 ag: -2%; TDP43 rescue: 6%; aSyn rescue: 4%

What do the screens show for `Cc1ccc(C(=O)Nc2nccs2)cc1`?
FUS yeast rescue: -3%; PTHR1 ag: -13%; EPAC2 antag: 5%; TDP43 rescue: 0%; EPAC1 antag: -9%; EPAC1 agonist: -10%; EPAC2 ag: -1%; aSyn rescue: -7%

What do the screens show for `Cc1ccc(NC(=O)c2cc(C(=O)c3cc(Cl)ccc3O)cn(-c3ccc(C)cc3)c2=O)cc1`?
PTHR1 ag: -6%; EPAC2 antag: 18%; TDP43 rescue: 0%; EPAC1 antag: 1%; EPAC1 agonist: -3%; EPAC2 ag: 0%; aSyn rescue: -1%

How did CC1(C)CC(=O)C(C(=S)Nc2ccc(F)cc2)=C(NCCN2CCOCC2)C1 do in these assays?
PTHR1 ag: inactive; EPAC2 antag: 4%; TDP43 rescue: -1%; EPAC1 antag: -3%; EPAC1 agonist: -6%; EPAC2 ag: -10%; aSyn rescue: 0%

Results for Cc1ccc2nc3c(c(Nc4ccccc4)c2c1)CCC3 ?
FUS yeast rescue: 26%; PTHR1 ag: -12%; EPAC2 antag: -11%; TDP43 rescue: 4%; EPAC1 antag: -24%; EPAC1 agonist: 8%; EPAC2 ag: 26%; aSyn rescue: -1%

What do the screens show for `O=C(CN1C(=O)S/C(=C/c2cccs2)C1=O)N1CCCC1`?
PTHR1 ag: -3%; EPAC2 antag: 3%; TDP43 rescue: -10%; EPAC1 antag: -7%; EPAC1 agonist: 8%; EPAC2 ag: 13%; aSyn rescue: 3%

What do the screens show for `Cc1nnc2ccc(-c3ccc(NS(=O)(=O)c4ccccc4)cc3)nn12`?
FUS yeast rescue: 1%; PTHR1 ag: inactive; EPAC2 antag: 19%; TDP43 rescue: 5%; EPAC1 antag: 11%; EPAC1 agonist: 2%; EPAC2 ag: 0%; aSyn rescue: 1%

What do the screens show for `CC(C)(C)C(=O)[C@H]1[C@H](c2ccccc2)[C@@]2(N=C(c3ccccc3)OC2=O)C2c3ccccc3C=NN21` (stereo partly drawn)?
FUS yeast rescue: inconclusive; PTHR1 ag: inactive; EPAC2 antag: 7%; TDP43 rescue: 15%; EPAC1 antag: 1%; EPAC1 agonist: -3%; EPAC2 ag: 7%; aSyn rescue: -9%

What do the screens show for `COc1cc(CCC(=O)NCc2ccc(F)cc2)cc(OC)c1OC`?
FUS yeast rescue: 27%; PTHR1 ag: inactive; EPAC2 antag: -7%; TDP43 rescue: -18%; EPAC1 antag: -7%; EPAC1 agonist: 8%; EPAC2 ag: 6%; aSyn rescue: -6%

How did Cc1ccc(Oc2ccc(OCC(=O)NC(C)C(=O)O)cc2)cc1 (stereo not drawn) do in these assays?
FUS yeast rescue: 17%; PTHR1 ag: inactive; EPAC2 antag: 6%; TDP43 rescue: -20%; EPAC1 antag: 9%; EPAC1 agonist: 3%; EPAC2 ag: -3%; aSyn rescue: -1%

How did COc1ccc(-c2nnn(CC(=O)NC(=O)NC3CCCCC3)n2)cc1OC do in these assays?
FUS yeast rescue: -20%; PTHR1 ag: -69%[inhibitor]; EPAC2 antag: 5%; TDP43 rescue: -8%; EPAC1 antag: 18%; EPAC1 agonist: -2%; EPAC2 ag: 6%; aSyn rescue: -1%

Results for COC(=O)c1sc2ncccc2c1OCc1ccc(Cl)cc1 ?
FUS yeast rescue: 51%; PTHR1 ag: inconclusive; EPAC2 antag: -5%; TDP43 rescue: -1%; EPAC1 antag: -16%; EPAC1 agonist: 1%; EPAC2 ag: 4%; aSyn rescue: -7%

Results for COc1cc(Cl)ccc1OCc1cc(C(=O)N(C)CCc2c(C)n[nH]c2C)no1 ?
PTHR1 ag: -83%[inhibitor]; EPAC2 antag: 14%; TDP43 rescue: -23%; EPAC1 antag: -7%; EPAC1 agonist: -8%; EPAC2 ag: 3%; aSyn rescue: 2%

Random excerpt: three entries already listed
Results for Cc1ccc2nc3c(c(Nc4ccccc4)c2c1)CCC3 ?
FUS yeast rescue: 26%; PTHR1 ag: -12%; EPAC2 antag: -11%; TDP43 rescue: 4%; EPAC1 antag: -24%; EPAC1 agonist: 8%; EPAC2 ag: 26%; aSyn rescue: -1%

How did COc1ccc(-c2nnn(CC(=O)NC(=O)NC3CCCCC3)n2)cc1OC do in these assays?
FUS yeast rescue: -20%; PTHR1 ag: -69%[inhibitor]; EPAC2 antag: 5%; TDP43 rescue: -8%; EPAC1 antag: 18%; EPAC1 agonist: -2%; EPAC2 ag: 6%; aSyn rescue: -1%

Results for COC(=O)c1sc2ncccc2c1OCc1ccc(Cl)cc1 ?
FUS yeast rescue: 51%; PTHR1 ag: inconclusive; EPAC2 antag: -5%; TDP43 rescue: -1%; EPAC1 antag: -16%; EPAC1 agonist: 1%; EPAC2 ag: 4%; aSyn rescue: -7%
